Apaf1 inhib – blocks human Apaf-1 apoptosome activity | O14727 | reconstituted apoptosome caspase-3 activity, DEVD-Rh110 fluorescence | inhibition, % at 20 µM | hit rate 0.71% among 330,000 | AID 489030; active means inhibition of at least 40% at 20 µM;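 further: plate controls were DMSO wells for no effect and DEVD-CHO caspase inhibitor wells for full effect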
Target sequence (O14727 whole entry, looked up): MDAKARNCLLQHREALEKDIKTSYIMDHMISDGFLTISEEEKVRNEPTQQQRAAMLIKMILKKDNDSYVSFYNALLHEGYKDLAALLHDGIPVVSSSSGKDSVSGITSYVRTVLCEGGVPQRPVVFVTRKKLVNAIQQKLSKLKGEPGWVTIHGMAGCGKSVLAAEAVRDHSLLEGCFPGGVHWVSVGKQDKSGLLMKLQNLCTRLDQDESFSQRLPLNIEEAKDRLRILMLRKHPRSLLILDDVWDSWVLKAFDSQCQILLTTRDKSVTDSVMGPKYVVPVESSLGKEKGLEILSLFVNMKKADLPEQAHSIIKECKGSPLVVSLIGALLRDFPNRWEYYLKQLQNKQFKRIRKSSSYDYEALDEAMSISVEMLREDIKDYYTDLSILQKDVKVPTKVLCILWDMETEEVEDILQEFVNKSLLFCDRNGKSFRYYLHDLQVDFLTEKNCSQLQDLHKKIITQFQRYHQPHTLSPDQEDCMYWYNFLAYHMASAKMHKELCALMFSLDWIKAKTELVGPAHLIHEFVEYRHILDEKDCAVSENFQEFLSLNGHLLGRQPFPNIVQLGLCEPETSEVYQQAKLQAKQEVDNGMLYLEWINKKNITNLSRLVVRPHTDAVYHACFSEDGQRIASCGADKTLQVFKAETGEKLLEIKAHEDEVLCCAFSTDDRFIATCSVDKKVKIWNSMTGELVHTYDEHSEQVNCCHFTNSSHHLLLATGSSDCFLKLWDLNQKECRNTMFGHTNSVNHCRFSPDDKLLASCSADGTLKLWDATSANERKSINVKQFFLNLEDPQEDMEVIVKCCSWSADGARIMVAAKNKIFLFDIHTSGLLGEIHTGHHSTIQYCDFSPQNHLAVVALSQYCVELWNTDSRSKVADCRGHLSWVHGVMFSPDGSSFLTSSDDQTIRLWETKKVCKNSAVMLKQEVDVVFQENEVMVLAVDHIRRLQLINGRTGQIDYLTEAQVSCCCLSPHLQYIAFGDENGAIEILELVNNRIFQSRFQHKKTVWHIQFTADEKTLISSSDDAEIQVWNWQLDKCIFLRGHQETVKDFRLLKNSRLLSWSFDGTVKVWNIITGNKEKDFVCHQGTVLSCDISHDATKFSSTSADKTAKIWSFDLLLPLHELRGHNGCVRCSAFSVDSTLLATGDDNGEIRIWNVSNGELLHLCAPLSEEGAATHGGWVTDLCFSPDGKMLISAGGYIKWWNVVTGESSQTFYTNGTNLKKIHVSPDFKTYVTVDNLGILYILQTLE
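Material: cell-free apoptosome with Apaf-1, procaspase-3 and caspase-9; Buffer or medium: Hepes pH 7.5 with detergent and BSA; Reagent: cytochrome c trigger plus (Z-DEVD)2-Rh110 caspase-3 substrate; Times: compound with Apaf-1, dATP, procaspase-3 30 min, then 50 min reaction, room temperature; Technique: Rh110 fluorescence intensity.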
SENP6 block – blocks the human protease SENP6; Q9GZR1; Recombinant SENP6 catalytic domain, aminoluciferin luminescence; inhibition, % at 10 µM; hit rate 1.8% among 330,000; AID 2599;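 active means inhibition above about 50% at the single tested dose, limit read from the data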;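 further: plate controls were DMSO wells with enzyme for no effect and DMSO wells lacking enzyme for full effect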
SENP7 inh – blocks the human protease SENP7 | Q9BQF6 | recombinant SENP7, Z-RLRGG-aminoluciferin luminescence, 40 min | inhibition, % at 5 µM | hit rate 1.5% among 330,000;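 active means inhibition above about 50% at the single test dose, limit read from the data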;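 further: plate controls were DMSO with enzyme for no effect and no enzyme buffer wells for full effect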
SENP8 block-1 – blocks the human protease SENP8. AID 2540. hit rate 1.2% among 330,000. inhibition, % at 10 µM. purified SENP8, Z-RLRGG-aminoluciferin cleavage, luminescence; in the data active means inhibition above about 50%
PfGluPho inh – PfG6PD (Plasmodium falciparum) enzyme inhibition; PfGluPho enzyme, NADPH resazurin-diaphorase fluorescence; inhibition, % at 20 µM; hit rate 0.78% among 350,000; AID 504690;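 active means inhibition reaching at least a set limit at 20 µM in the primary screen, cut at about 59% in these data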;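 further: 0% = DMSO wells with substrate and 100% = DMSO wells lacking glucose-6-phosphate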
HKDC1 inhibitor – inhibitors of human hexokinase HKDC1; recombinant HKDC1, G6PDH/diaphorase resazurin coupled fluorescence; inhibition, % at 20 µM; hit rate 0.16% among 340,000;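 active means inhibition above about 35% when tested at 20 µM, limit read from the data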;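 further: plate controls were DMSO wells with enzyme for no effect and DMSO wells lacking enzyme for full effect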
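Incubation: 90 min at room temperature in dark / Material: recombinant HKDC1 (HK5) hexokinase enzyme, produced in-house / Quantity: enzyme 5 µg/mL final / Compound: one dose of 20 µM, 1% DMSO / Reagent: glucose and ATP substrates / Buffer or medium: Tris pH 8.0 buffer with MgCl2, Tween-20, BSA, BME / Technique: resorufin fluorescence at 613 nm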
SENP8 block-2 – blocks human SENP8 cleavage of Nedd8 substrate | AID 602440 | recombinant SENP8, Nedd8 substrate fluorescence | inhibition, % at 20 µM | hit rate 0.64% among 360,000 | Q96LD8; in the data active means inhibition mostly above about 40%, no sharp cut-off; inactive means mostly below about 27%
SENP1 inh – blocks the human SENP1 SUMO protease catalytic domain; recombinant SENP1 catalytic domain, CyPet-SUMO1-YPet FRET cleavage; inhibition, % at 10 µM; hit rate 0.21% among 360,000; AID 624204;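 active means inhibition at least 30% at 10 µM, raw YFP signal under a set limit, fluorescence ratio 0.5 to 1.5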;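 further: 0% = enzyme with DMSO and 100% = no enzyme wells; some results filed as inactive read as strong as hits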
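Controls: no-enzyme wells low, DMSO-plus-enzyme wells high control. Test system: human recombinant His6-tagged SENP1 catalytic domain enzyme. Reagent: SFCypet-SUMO1-SFYpet FRET protein substrate, 25 nM final. Doses: one dose per compound, 10 µM, 0.5% DMSO. Detection: FRET, CFP and YFP emission. Timing: 50 min reaction at room temperature.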
Active calls of the source: *; / = not tested or not shown.

SMILES	Apaf1 inhib	SENP6 block	SENP7 inh	SENP8 block-1	PfGluPho inh	HKDC1 inhibitor	SENP8 block-2	SENP1 inh
COC(=O)c1nc2cc3c(cc2c(C)c1C(=O)OC)OCO3	-5.9	-0.3	1.2	-2.6	13.6	-2.3	-264.3	0.7
CN(C)c1ccc(/C(=N\O)c2ccccc2)cc1	10.9	-19.4	-10.1	-15.3	-2.0	-5.1	4.7	1.4
Cc1cc(C(=O)Nc2ccc(Br)cc2)c2ccccc2n1	7.3	2.8	13.5	0.3	8.8	5.5	26.7	-2.4
COc1cc(-c2nnc(CSc3nnc4nc(C)cc(C)n34)o2)cc(OC)c1OC	-3.3	-10.0	-3.7	-0.7	17.5	6.7	-115.9	-0.3
O=C(COc1ccccc1)N1CCN(c2nnc(-c3ccccc3)c3ccccc23)CC1	29.3	10.6	6.3	-0.4	-1.3	-1.7	0.4	1.2
CNC(=S)NC1CC2CCCC(C1)N2Cc1ccccc1OC (stereo not drawn)	1.5	-11.4	-3.0	-2.2	-1.9	1.2	-0.7	0.9
COCCNC(=O)C(c1ccc(C)cc1)N(CCOC)C(=O)CCC(=O)Nc1ccccn1 (stereo not drawn)	-1.4	-12.1	-0.2	1.4	9.4	-2.9	12.6	0.8
Cc1ccccc1C(=O)NC1CC2CCCC(C1)N2Cc1ccc(Cl)cc1 (stereo not drawn)	-8.9	-10.5	9.1	-9.7	8.8	0.0	7.5	-2.5
c1ccc2c(c1)NC1(CCCCC1)n1c-2nc2ccccc21	2.1	33.2	11.5	-7.5	-2.9	-3.4	-268.7	-1.0
COc1ccc(NC(=O)CCC(=O)OCc2ccc(C(=O)Oc3ccc(Cl)cc3)cc2)cc1	-22.1	-1.0	-2.2	1.0	1.4	-12.2	2.7	2.4
O=C(CSc1nnc(C2CC2)n1C1CC1)c1cc(F)ccc1F	1.6	9.4	2.0	2.4	7.7	-5.4	-1.0	-1.4
O=C(c1n[nH]c2ccccc12)N1CCOCC1	10.8	-9.3	-5.2	-6.0	4.5	-11.1	13.6	0.4
CC(Sc1n[nH]c(N)n1)C(=O)C12CC3CC(CC(C3)C1)C2 (stereo not drawn)	0.6	-4.6	1.5	2.9	-18.3	-6.4	3.6	1.9
CC1(C)CC(=O)C(C=NCCN2CCN(C3CC(=O)N(c4ccc(Br)cc4)C3=O)CC2)=C(O)C1 (stereo not drawn)	-0.9	-3.2	-3.4	2.1	-6.9	-7.0	9.3	-2.4
O=C(/C=C/c1cccs1)NC1CCS(=O)(=O)C1 (stereo not drawn)	2.0	3.8	9.6	-0.8	-8.3	-9.2	10.6	1.3
CC(C)C[C@H]1CNC(=S)N1CC1CCCN1C[C@H](CC(C)C)N1C[C@H](Cc2ccc(O)cc2)N(CC2CCCCCC2)C1=S (stereo partly drawn)	/	/	/	/	3.1	0.3	0.9	1.0
CNC(=O)CSc1cnc2ccccc2n1	-11.7	-4.7	-13.6	-6.5	-18.0	10.8	-6.7	1.3
COc1ccc(Cl)cc1NC(=O)Cn1nnc(C(=O)NCCc2ccc(OC)c(OC)c2)c1N	-6.4	10.5	4.6	-1.3	-10.3	-4.4	6.5	3.0
COc1ccc(NC(=O)CCCC(=O)c2ccccc2)cc1OC	-0.6	12.9	0.5	7.3	-9.0	-6.2	13.2	-2.0
COc1ccc2c(c1)C=CC1(O2)N(CCO)c2ccccc2C1(C)C (stereo not drawn)	16.2	36.1	19.1	0.8	16.6	18.0	5.4	0.3

Ordered by heavy-atom count (low to high): 3 of the compounds above
SMILES	Apaf1 inhib	SENP6 block	SENP7 inh	SENP8 block-1	PfGluPho inh	HKDC1 inhibitor	SENP8 block-2	SENP1 inh
O=C(c1n[nH]c2ccccc12)N1CCOCC1	10.8	-9.3	-5.2	-6.0	4.5	-11.1	13.6	0.4
O=C(CSc1nnc(C2CC2)n1C1CC1)c1cc(F)ccc1F	1.6	9.4	2.0	2.4	7.7	-5.4	-1.0	-1.4
O=C(COc1ccccc1)N1CCN(c2nnc(-c3ccccc3)c3ccccc23)CC1	29.3	10.6	6.3	-0.4	-1.3	-1.7	0.4	1.2

The listing continues:
SMILES	Apaf1 inhib	SENP6 block	SENP7 inh	SENP8 block-1	PfGluPho inh	HKDC1 inhibitor	SENP8 block-2	SENP1 inh
Fc1ccc(Nc2ccc3ccccc3n2)c(F)c1	-12.7	94.9*	98.8*	95.2*	21.1	-4.8	-415.4	1.9
COc1cc(OC)cc(-c2cc(N)n(S(=O)(=O)Cc3ccccc3)n2)c1	7.9	1.2	-0.2	3.4	21.7	2.3	-2.4	1.3
CCN(CC)S(=O)(=O)c1ccc(Cl)c(C(=O)Nc2nnc(C)s2)c1	1.5	2.2	-0.8	0.0	-12.0	0.7	16.8	2.2
O=C(CCCNS(=O)(=O)c1cccs1)N1CCN(c2cccc(Cl)c2)CC1	13.4	14.5	4.4	5.2	20.0	-0.6	20.3	-1.1
CC(=NNC(=O)c1ccc(NS(=O)(=O)c2ccc(Br)cc2)cc1)c1cccnc1	-4.8	-2.0	-7.7	5.6	-15.0	-2.9	-14.2	-3.4
COc1cc(CNc2ccc3[nH]c(=O)[nH]c3c2)ccc1OCC(=O)NC(C)(C)C	37.2	-1.1	3.1	1.5	45.6	6.2	-243.2	-38.5
CC(=NC1CCCC1)c1c(C)[nH]n(-c2nc3ccccc3s2)c1=O	13.1	-28.4	9.1	-2.2	-14.1	6.5	2.2	-3.4
C#CCOCCOCCOCCNc1nc(N2CCOCC2)nc(N2CCN(C(=O)[C@H](CO)n3cc([C@@H](N)C(C)C)nn3)CC2)n1	22.7	-22.5	-10.3	-22.1	11.5	-2.9	10.9	-0.6
CCSc1nnc(NC(=O)CCNS(=O)(=O)c2ccccc2F)s1	4.7	2.7	-12.9	-9.3	10.4	-3.7	2.0	0.0
Nc1nc(=S)c2ncn(C3OC(CO)C(O)C3O)c2[nH]1 (stereo not drawn)	/	/	/	/	51.8	7.5	36.8	1.5
CCOC(=O)C(=CNc1ccc(Oc2cccnc2)nc1)C(=O)OCC	-6.3	-8.3	3.0	-3.6	2.0	-1.3	4.4	-0.1
Cc1ccc(S(=O)(=O)Nc2ccc(C(=O)NCCCn3ccnc3)cc2)cc1[N+](=O)[O-]	1.6	-3.2	8.3	3.2	-15.8	0.3	-3.0	1.3
Cc1ccc(NC(=O)Nc2nnc(-c3ccccc3)o2)cc1	4.3	-6.8	5.6	-0.5	10.4	-16.8	5.8	2.0
Cc1ccc(NC(=O)C2CSC3(C)CCC(=O)N23)cc1S(=O)(=O)N1CCCCCC1 (stereo not drawn)	20.9	2.0	-10.5	-9.3	-0.7	1.6	9.8	2.0
COc1ccc(S(=O)(=O)N(C)C)cc1NC(=O)CCCSc1ccccc1	12.2	-6.5	-0.8	-4.5	3.5	0.1	5.9	1.0
C=C(C)c1cccc(C(C)(C)NC(=O)Nn2cnnc2)c1	-20.4	-4.8	4.6	5.4	4.9	-5.0	5.6	0.9
CCCCN(CC)S(=O)(=O)c1ccc(C(=O)Nc2nnc(-c3ccccc3Cl)o2)cc1	3.7	-9.3	-1.8	-7.2	/	/	-458.6	0.3
C=CC(=O)NC(C)(C)CCN1CCOCC1	-1.3	5.6	-3.9	-2.0	20.0	9.1	6.0	1.8
C=CCOc1ccc(C=Nc2cccc(Cl)c2)c(O)c1	4.3	8.5	2.7	-5.4	18.4	6.7	-2.1	-3.6
N#CCC(=O)Nc1ccc(C(=O)OCC(=O)NNC(=O)c2ccc(Cl)cc2)cc1	3.3	13.1	4.7	4.5	-9.5	-2.4	-7.2	-13.6
Cc1ccc(NS(=O)(=O)c2cccc(C(=O)N/N=C/c3ccc4c(c3)OCCO4)c2)c(C)c1	11.2	3.3	0.1	-3.0	8.4	-9.0	-199.6	0.7
COc1ccc(OCC(=O)N2CCN(S(=O)(=O)c3ccc(Cl)s3)CC2)cc1	4.8	-12.4	-5.7	2.2	-0.9	-4.7	2.4	1.4
O=C(CN1c2ccccc2Sc2ccccc21)NNC(=O)Nc1ccc(Cl)c(Cl)c1	15.3	-28.6	0.8	-9.4	17.0	5.3	-14.9	2.4
COc1cc(OC)cc(C(=O)N[C@H](C(=O)N2CCc3ccccc32)C(C)C)c1	1.8	-11.0	8.3	0.0	-6.0	4.5	9.2	-1.8
COc1ccc(NC(=O)CN(c2ccccc2C)S(C)(=O)=O)c(OC)c1	-5.6	-7.9	5.2	2.0	-1.1	-2.8	5.3	1.9
CC1(C)CC(=O)C(N=Nc2c(Cl)cc(Cl)cc2Cl)=C(O)C1	9.6	-20.1	-7.9	-14.6	0.3	-7.8	29.3	-0.2
CCOC(=O)c1cc(-c2ccccc2)n(CC2CC(c3ccc(OC)cc3)=NO2)n1 (stereo not drawn)	10.7	-0.4	0.1	4.5	12.0	-0.1	17.4	1.1
CCCN1C(=O)/C(=C\c2ccncc2)SC1=Nc1ccccc1	7.6	-0.4	-3.1	-3.8	-18.8	2.7	24.5	-3.8
CSc1ncc(CN2CCc3c([nH]c4ccccc34)C2C(C)(C)C)cn1 (stereo not drawn)	9.4	11.7	-7.4	-8.3	5.8	-5.4	-37.4	-43.5
CC1CCCN(C(=O)C2CCC(CNc3c(N4CCCCC4)c(=O)c3=O)CC2)C1 (stereo not drawn)	-20.8	1.4	1.9	6.1	-12.8	-6.7	15.4	1.7
Cc1c(-c2nnc(SCC(=O)O)n2-c2ccccc2Br)nnn1-c1ccccc1	-3.3	0.9	-1.1	0.8	-9.5	-3.2	2.0	1.9
CC(=O)N1CCN(Cc2nc(-c3cccc(Cl)c3)no2)CC1	-3.2	-16.1	21.3	-7.0	-12.8	-2.6	-8.8	-1.9
S=c1[nH]nc(-c2ccco2)n1/N=C/c1ccc(Cl)cc1Cl	19.1	9.3	1.7	-4.0	13.6	9.5	16.8	5.3
Cc1c(Cl)cccc1NC(=O)C1=COCCO1	1.7	-12.1	12.3	-16.9	4.3	-1.2	23.9	1.0
O=C(Cn1cnc2ccccc2c1=O)Nc1ccc2c(c1)OCO2	3.7	-28.7	-6.7	-18.2	8.0	-7.4	30.1	0.0
CCOC(=O)c1c(NC(=O)OC)sc(C(=O)N(CC)CC)c1C	9.3	0.5	-1.9	-5.2	21.7	-5.5	3.6	-2.2
CCn1c(C)cc(C(=O)COC(=O)c2cccnc2SC)c1C	16.6	-15.8	48.8	46.2	13.4	-6.1	14.1	0.1
Cc1oc(-c2ccc(F)cc2)nc1CN(Cc1ccccn1)CC1CCCO1 (stereo not drawn)	10.9	10.0	0.6	-0.5	-2.5	-1.0	-56.4	-31.3
CCCCN(C(=O)c1ccc(OC)c([N+](=O)[O-])c1)c1c(N)n(CCC)c(=O)[nH]c1=O	-3.2	-12.7	-1.0	0.0	-17.5	2.9	5.7	1.4
CN(C)C(=O)c1ccc(NC(=O)COC(=O)C2=COCCO2)cc1	2.2	-1.4	-0.7	-5.5	0.1	3.1	3.4	-1.2

Structural class: the entries above with a nitro group on carbon
SMILES	Apaf1 inhib	SENP6 block	SENP7 inh	SENP8 block-1	PfGluPho inh	HKDC1 inhibitor	SENP8 block-2	SENP1 inh
Cc1ccc(S(=O)(=O)Nc2ccc(C(=O)NCCCn3ccnc3)cc2)cc1[N+](=O)[O-]	1.6	-3.2	8.3	3.2	-15.8	0.3	-3.0	1.3
CCCCN(C(=O)c1ccc(OC)c([N+](=O)[O-])c1)c1c(N)n(CCC)c(=O)[nH]c1=O	-3.2	-12.7	-1.0	0.0	-17.5	2.9	5.7	1.4

Screens (PubChem BioAssay)
